Rtt109 HAT inh – blocks Candida albicans Rtt109/Vps75 acetyltransferase activity; 330,000 tested, 0.16% active; Q5AAJ8; purified Rtt109/Vps75, ThioGlo CoA-SH fluorescence, 4 h; inhibition, % at 34.9 µM;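 active = inhibition of at least 50% in every replicate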
Target sequence (Q5AAJ8 whole entry, looked up): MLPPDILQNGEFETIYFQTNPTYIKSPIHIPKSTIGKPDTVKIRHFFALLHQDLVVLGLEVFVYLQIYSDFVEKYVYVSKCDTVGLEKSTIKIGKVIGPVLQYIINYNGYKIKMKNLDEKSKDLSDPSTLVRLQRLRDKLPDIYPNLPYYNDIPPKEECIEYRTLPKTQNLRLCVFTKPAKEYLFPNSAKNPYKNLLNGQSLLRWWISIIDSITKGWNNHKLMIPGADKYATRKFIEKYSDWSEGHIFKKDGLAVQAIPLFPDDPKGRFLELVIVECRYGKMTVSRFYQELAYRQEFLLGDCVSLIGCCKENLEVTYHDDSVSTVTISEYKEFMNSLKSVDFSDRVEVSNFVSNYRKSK
SR-BI uptake up – activators of SR-BI mediated HDL lipid uptake | CHO ldlA[mSR-BI] cells, DiI-HDL uptake fluorescence, 3 h; 100 = double the neutral-control signal | activation, % at 12.5 µM | 320,000 tested, 0.096% active;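 active = mean replicate activation of at least 60% and every replicate at or above 60%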;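 note: 0% = median plate neutral-control signal and 100% = twice that signal; values of inactives mirror those of a sister screen read the other way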
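Test system: SR-BI-overexpressing, LDLR-lacking CHO cells; Medium: Ham's F12 with 0.5% BSA, HEPES 25 mM, pH 7.4; Schedule: 3 h, 37 °C; Technique: bottom-read fluorescence, 550/595 nm.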
CAL PDZ FP-1 – blocks peptide binding to human CAL PDZ domain; Q9HD26; purified CAL PDZ, TMR-peptide fluorescence polarization, 1 h; inhibition, % at 20 µM; 330,000 tested, 0.02% active; AID 504414;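 active = highest replicate inhibition of at least 40%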;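 note: plate controls were DMSO neutral control wells for no effect and unlabeled competitor peptide control wells for full effect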
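Assay system – tagged CAL PDZ protein CerCALP, purified · Timing – 1 h at RT · Compound – single point, 20 µM · Measured by – fluorescence polarization from S- and P-plane intensities, G-factor corrected · Evaluation – inhibition from polarization loss · Probe or stimulus – TMR reporter peptide T*-PRC34 · Buffer or medium – pH 7.4 phosphate-saline buffer, reducing agent, detergent, IgG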
PKA-R2B act – activates the human PKA-R2B holoenzyme complex; P22694+P31323; PKA-R2B holoenzyme dissociation, Cy5-IP20 fluorescence polarization; R2B truncated from residue 108, S112A mutant; 0% DMSO only, 100% 113 µM cGMP; activation, % at 11.4 µM; 340,000 tested, 0.079% active; AID 504700;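 active = activation above a cutoff set at the mean over all compounds plus 3 SD, cut at about 18% in these data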;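 note: higher means more holoenzyme dissociation and a rise in polarization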
Keap1-Nrf2 PPI – Keap1-Nrf2 (human) interaction inhibition; Q14145; Keap1 Kelch-Nrf2 peptide fluorescence polarization, 1536-well; inhibition, % at 9.4 µM; 340,000 tested, 0.15% active; AID 504523; in the data active = inhibition above about 12%;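 note: human Keap1 Kelch domain with fluorescein labeled Nrf2 9mer peptide probe; 0% = neutral control wells and 100% = peptide positive control; higher means more block of Keap1 binding to Nrf2 peptide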
Target sequence (Q14145 whole entry, looked up, the tested form may be a part): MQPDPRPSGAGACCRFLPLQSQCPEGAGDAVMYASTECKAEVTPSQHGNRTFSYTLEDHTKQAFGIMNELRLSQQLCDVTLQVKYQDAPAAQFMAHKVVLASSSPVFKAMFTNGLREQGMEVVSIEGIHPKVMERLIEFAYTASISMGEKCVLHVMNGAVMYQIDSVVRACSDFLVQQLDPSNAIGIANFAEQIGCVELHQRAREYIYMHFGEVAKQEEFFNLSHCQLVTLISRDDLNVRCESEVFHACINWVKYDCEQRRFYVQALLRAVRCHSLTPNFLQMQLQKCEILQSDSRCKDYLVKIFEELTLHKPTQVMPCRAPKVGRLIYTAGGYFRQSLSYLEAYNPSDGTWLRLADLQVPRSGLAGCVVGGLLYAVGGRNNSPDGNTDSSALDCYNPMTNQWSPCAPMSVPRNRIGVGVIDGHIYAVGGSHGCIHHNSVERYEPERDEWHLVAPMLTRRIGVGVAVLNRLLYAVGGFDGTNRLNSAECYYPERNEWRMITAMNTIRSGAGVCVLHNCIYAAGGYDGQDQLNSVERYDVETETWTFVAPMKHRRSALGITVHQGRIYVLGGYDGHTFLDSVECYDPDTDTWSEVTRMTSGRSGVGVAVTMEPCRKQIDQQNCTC
CAL PDZ FP-2 – inhibitors of human CAL PDZ peptide binding | Q9HD26 | purified CAL PDZ, TMR-peptide fluorescence polarization, 1 h | inhibition, % at 24.9 µM | 300,000 tested, 0.92% active | AID 602252;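 active = mean inhibition of at least 30% with at least half of replicates also reaching 30%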;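 note: 0% = DMSO neutral control and 100% = excess unlabeled competitor peptide PRC23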
cardiac RTF act – increases calcium sensitivity of human cardiac regulated thin filaments; P19429+P45379; IANBD-labeled TnC RTF fluorescence at EC20 calcium; 0% EC20 calcium, 100% full calcium; activation, % at 7.2 µM; 340,000 tested, 0.24% active;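 active = activation above the mean over all tested compounds plus 3 SD, cut at about 30% in these data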;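 note: rise in fluorescence read as greater calcium sensitivity of cardiac thin filaments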
Cardiac RTF inh – cardiac RTF calcium desensitization | AID 493244 | IANBD-labeled cardiac RTF, Ca2+ fluorescence | P19429+P45379 | inhibition, % at 7.15 µM | 340,000 tested, 0.12% active;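 active = inhibition above the mean inhibition of all tested compounds plus 3 SD, cut at about 17% in these data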;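 note: assay run at fixed EC70 calcium of 1.6 mM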
LANA DNA inh – KSHV C-LANA DNA binding inhibition; inhibition, % at 9 µM; MBP-C-LANA/FAM-LBS DNA binding, fluorescence polarization; AID 504423; 340,000 tested, 0.078% active;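 active = highest replicate inhibition at or above 60% at 9 µM, even if other replicates fall short; inactive = all replicates below 60% inhibition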;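 note: 0% = neutral control wells and 100% = 4 µM acridine orange control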
DAGLB inh – blocks human DAGLB lipase activity; Q8NCG7; HEK293T DAGLB membrane lysate, EnzChek fluorogenic substrate; inhibition, % at 5.17 µM; 340,000 tested, 0.059% active; in the data active = inhibition above about 34%;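 note: 0% = enzyme with vehicle and 100% = wells lacking enzyme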
Active calls of the source: *; / = not tested or not shown. Rows were taken by chance; overall some 1.6% were active at least once.

Molecule,Rtt109 HAT inh,SR-BI uptake up,CAL PDZ FP-1,PKA-R2B act,Keap1-Nrf2 PPI,CAL PDZ FP-2,cardiac RTF act,Cardiac RTF inh,LANA DNA inh,DAGLB inh
O=C(CCOc1ccccc1)NCC(c1ccco1)N1CCCCC1 (stereo not given),2.4,8.5,0.0,-2.4,-2.6,0.3,-2.1,-1.6,1.5,0.7
CCOc1ccc(-c2nc3n(c(=O)c2C#N)CCS3)cc1,-3.1,-4.2,-0.6,0.2,2.9,-4.7,6.4,-1.5,3.4,0.7
CCc1ccc(NC(=O)CSc2nnc(-c3n[nH]c4ccccc34)n2-c2ccccc2)cc1,5.0,1.2,-0.3,-12.5,0.1,-0.5,-6.0,-10.9,1.1,-2.9
CC1CC(C)CN(S(=O)(=O)c2cccc3cccnc23)C1 (stereo not given),-23.8,6.0,-0.2,10.4,2.4,1.3,3.7,-2.6,-0.5,-3.0
O=C(Nc1cnn(Cc2ccc(Cl)cc2Cl)c1)c1noc2c1CCCC2,11.2,-4.3,-1.2,-7.8,0.6,/,-4.6,-3.3,-0.7,-2.5
O=C1CC(c2ccco2)Cc2c1cnn2-c1nc2ccccc2s1 (stereo not given),-1.6,33.9,-0.9,-8.2,-6.3,1.7,-0.8,2.2,2.0,1.9
CCOc1ccccc1NC(=O)CCc1c(C)nn(-c2ccc(N3CCCCC3)nn2)c1C,-2.6,-69.7,-3.1,-9.9,1.1,-0.8,-0.5,-7.7,0.4,-1.6
Nc1cc(C(=O)OCC(=O)NNC(=O)c2cccs2)ccc1Cl,-10.1,18.3,-3.4,-7.5,-3.6,-3.1,-3.2,-0.2,0.1,1.6
CN1CCN(Cc2cn[nH]c2-c2ccc(F)cc2F)[C@@H](c2ccccc2)C1,8.2,8.4,-2.2,1.7,-2.3,2.0,-3.8,-5.8,0.6,-1.2
Cc1cccc(NC(=O)CSc2nc3ccccc3c3nc(CCc4c(C)n[nH]c4C)nn23)c1,-6.7,-29.5,-0.4,1.4,-4.2,0.5,-0.5,-6.2,-1.6,2.3
CN(CCc1cnn(C)c1)C(=O)CCc1nnc(CCCc2ccccc2)o1,-4.0,-34.5,-1.9,0.0,-1.3,3.6,-7.8,4.2,2.3,2.2
O=C(/C=C/c1ccco1)NC(=S)N1CCCCC1,-2.0,/,-0.9,-3.2,-2.8,-0.5,-1.9,-33.1,5.0,0.4
NC(=O)c1ccc(NC(=O)CSc2nncn2-c2ccccc2)cc1,5.2,/,-3.4,-11.0,-0.9,-2.2,-7.0,-3.5,1.9,0.7
CN1C(=O)N(C)C2C1NC(=O)N2C (stereo not given),7.2,5.3,0.5,5.3,-3.3,-2.2,-4.9,0.6,-1.2,-2.9
O=c1c2cnn(-c3ccccc3)c2ncn1Cc1cccnc1,6.8,1.7,-1.1,0.2,-5.6,-2.9,0.0,-1.7,-0.7,0.4
COc1ccc(N(CC(O)CN2CCOCC2)S(=O)(=O)c2ccccc2)cc1 (stereo not given),-2.5,20.5,-1.1,-17.9,1.8,-7.6,4.9,-11.3,-1.1,-3.9
CC(=O)c1ccc([N+](=O)[O-])cc1,10.7,1.6,-0.1,-12.2,-5.3,-3.2,-4.0,2.3,-0.6,24.2
Clc1cccc(Cl)c1CSc1nnc([C@@H]2CCCN2)o1,2.6,14.5,-0.5,-2.4,4.2,/,7.3,6.3,-0.3,-2.7
CC1(C)CC(=O)CC(C2(O)C(=O)N(Cc3ccccc3)c3ccccc32)O1 (stereo not given),1.3,3.6,-0.5,-3.3,-3.5,/,-6.0,-1.5,0.5,-2.7
CCS(=O)(=O)c1ccc2oc(SCC(=O)NCCC3=CCCCC3)nc2c1,0.8,-21.3,-1.0,2.5,-0.2,-0.6,1.7,4.2,1.2,-4.1

The list goes on, overlapping the part above by two compounds.
Molecule,Rtt109 HAT inh,SR-BI uptake up,CAL PDZ FP-1,PKA-R2B act,Keap1-Nrf2 PPI,CAL PDZ FP-2,cardiac RTF act,Cardiac RTF inh,LANA DNA inh,DAGLB inh
CC1(C)CC(=O)CC(C2(O)C(=O)N(Cc3ccccc3)c3ccccc32)O1 (stereo not given),1.3,3.6,-0.5,-3.3,-3.5,/,-6.0,-1.5,0.5,-2.7
CCS(=O)(=O)c1ccc2oc(SCC(=O)NCCC3=CCCCC3)nc2c1,0.8,-21.3,-1.0,2.5,-0.2,-0.6,1.7,4.2,1.2,-4.1
O=C(NCCN1CCOCC1)C1CCCN(S(=O)(=O)c2ccc(F)cc2)C1 (stereo not given),-2.9,-5.8,-0.3,-2.8,0.6,0.8,1.9,-6.3,-1.1,-1.1
O=C(Nc1ccc2c(c1)CCC2)c1cc(S(=O)(=O)N2CCN(c3ccccc3)CC2)ccc1Cl,0.8,-7.7,-0.7,9.0,-13.1,-5.8,-0.2,-12.6,-3.2,-10.4
CN(NC1OC(=O)c2ccccc21)c1ccc(Cl)cc1[N+](=O)[O-] (stereo not given),-20.0,7.8,0.4,8.5,-2.5,-1.4,8.4,2.7,0.7,15.7
CC(C)C[C@@H](C(=O)NC1CCN(Cc2ccccc2)CC1)N1C(=O)N2CCc3c([nH]c4ccccc34)[C@@]2(C)C1=O,-9.6,14.9,0.1,-4.7,2.0,6.5,-4.3,-5.5,0.4,-3.0
Cc1cc(=O)n2nc(N3CCC(C(=O)NCc4cccc(Br)c4)CC3)sc2n1,0.7,-19.1,-0.7,-0.6,2.7,119.0*,-3.6,-5.5,-0.9,2.2
COc1ccccc1CNc1ncnc2c1nnn2Cc1ccccc1,-8.1,19.0,-1.0,11.2,-2.4,1.1,1.5,-1.6,-0.4,-1.4
COc1ccc(C2=NS(=O)(=O)N(C)C(C(=O)Nc3cc(OC)c(OC)c(OC)c3)=C2)cc1,5.2,-27.8,0.4,-16.7,-3.3,0.4,1.5,-14.8,0.7,0.9
COc1cc(NC(=O)CS(=O)(=O)c2ccc(C)cc2)cc(OC)c1OC,-5.0,14.0,-0.3,7.3,2.9,-5.1,-1.8,-3.0,1.1,1.3
COCc1cc(C)nc(Oc2ccccc2)c1C#N,8.8,-5.6,0.9,-3.6,-1.4,-4.0,1.8,2.6,0.3,-3.8
Cc1cc(C)cc(NS(=O)(=O)c2c(C(=O)N3CCCCCC3)c(C)n(C)c2C)c1,3.2,10.9,-1.0,10.8,1.2,-1.8,-3.8,-9.3,0.9,-1.3
O=C(Nc1nc2c(Br)cc(Br)cc2c(=O)s1)C1CCC1,2.6,-0.8,-0.5,-11.5,-1.2,36.6*,4.5,0.2,0.8,3.2
CC(C)(C)NS(=O)(=O)c1ccc(CCC(=O)Nc2ccc3c(c2)OCCO3)cc1,1.2,-0.3,-0.9,0.6,0.8,-0.5,4.7,-10.2,2.7,1.9
CCCCCC1CC(CC/C(C)=N/NC(N)=O)C(=O)O1 (stereo not given),-1.6,/,-5.9,3.1,-2.4,-1.0,13.2,-9.2,-1.5,1.4
Nc1cc([N+](=O)[O-])ccc1N1C(=O)CCCC1=O,-20.2,3.4,-2.3,-2.1,5.5,-0.3,-1.3,-3.2,1.0,0.9
COCCNc1oc(-c2cccs2)nc1S(=O)(=O)c1ccc(C)cc1,4.6,-3.5,-0.1,-6.4,-7.8,-3.7,-8.4,4.9,-3.0,-0.8
CCC(C)(C)NC(=O)/C=C/c1cc(OC)c(OC)c(S(=O)(=O)N2CCc3ccccc32)c1,-9.9,20.9,-1.6,-2.6,-1.4,-3.1,-0.7,-10.7,0.1,0.8
CCCS(=O)(=O)N1CCC(C(=O)NCC2CCCO2)CC1 (stereo not given),3.0,5.2,-0.2,-11.7,-7.9,-2.9,-3.0,8.9,-0.3,-1.1
O=C1C(=O)N(Cc2cccnc2)C(c2cccc(F)c2)/C1=C(/O)c1ccc2c(c1)OCO2 (stereo not given),-1.2,13.0,-3.0,7.9,-4.9,0.2,0.6,-4.6,-0.1,-2.9
CC(=O)CC(C)(C)Nc1nc2ccc([N+](=O)[O-])cc2o1,9.2,18.4,0.0,3.6,-1.2,-5.3,-2.5,-3.2,2.5,-2.8
CCOc1ccc(CN2CCC(C(=O)Nc3cccc(-c4ccn[nH]4)c3)CC2)cc1Cl,23.4,15.7,-4.0,1.6,-7.2,-3.6,2.8,5.0,-0.6,-0.3
CCOC(=O)N1CCN(S(=O)(=O)c2cc(OCC)ccc2OCC)CC1,4.0,-11.3,1.2,-0.1,-0.7,/,0.3,-2.5,-0.8,-2.0
Cc1cc(SCc2cc(=O)n3ccsc3n2)nc2ccccc12,-0.8,-33.9,-1.6,5.9,-4.2,-0.4,-0.8,-0.9,-0.4,-3.5
COC(=O)c1cc(NC(=O)COC(=O)CCc2c[nH]c3ccccc23)cc(C(=O)OC)c1,/,16.8,-0.7,3.6,/,3.0,-14.6,3.0,/,2.7
CCOc1ccc(S(=O)(=O)Nc2cc(S(=O)(=O)N3CCOCC3)ccc2OC)cc1,-3.1,12.0,0.4,-9.1,-3.3,-0.6,3.1,-9.3,0.6,-0.9
C#CCSc1nc(=O)c2cccnc2n1-c1ccc(C)cc1,6.1,19.1,-0.2,5.5,-7.4,2.9,14.1,-13.4,1.3,-4.5
O=C(O)C1CCCN(CCC=C(c2ccccc2)c2ccccc2)C1 (stereo not given),-5.0,1.5,-0.1,7.2,-4.6,-1.7,1.5,2.8,1.1,1.0
Cc1ccc(NC(=O)C2CCCN(S(=O)(=O)c3cccc4nonc34)C2)cc1 (stereo not given),-4.3,/,-2.8,2.3,-2.7,-5.0,3.6,-0.7,-0.9,-3.3
COc1ccc(Br)cc1CN1CCSCC1,0.5,/,-1.6,-3.7,-2.8,-2.5,-4.3,-10.1,-2.0,-1.7
COCCC(=O)Nc1c(-c2ccccc2)c2cc(Br)ccc2[nH]c1=O,1.0,21.9,0.1,-5.2,-2.0,/,0.4,-0.1,-0.4,-0.8
Cc1cc2ccccn2c1C(=O)Nc1cccc(Cl)c1,-3.5,-35.2,-1.5,-9.4,-2.8,-3.7,3.3,-0.7,-0.8,-1.4
CCC(C(=O)NCCc1ccccc1)c1ccccc1 (stereo not given),3.7,12.5,-1.6,-4.8,-0.3,-0.9,-3.2,4.0,1.5,-4.4
Cc1ccc(N(CC(=O)NC2CCCC2)C(=O)CNC(=O)c2cccs2)cc1F,7.7,-7.6,-1.0,3.0,-4.4,-6.8,-4.2,-25.7,0.0,-3.2
CCCC(=O)Nc1nnc(-c2ccc3c(c2)OCO3)s1,-6.4,4.6,0.2,1.6,-3.5,-2.5,-11.8,0.9,-0.1,-0.3

Copied from the list.
Cc1cc(SCc2cc(=O)n3ccsc3n2)nc2ccccc12 @ PKA-R2B act: 5.9
Cc1ccc(N(CC(=O)NC2CCCC2)C(=O)CNC(=O)c2cccs2)cc1F @ LANA DNA inh: 0.0
